# PDI turbidity: PDI (human) enzyme inhibition. PDI insulin aggregation turbidity, A650, 90 min. inhibition, % at 10 µM. 0.052% of 350,000 active. AID 588391;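 active means mean inhibition across replicates of 30% or more, whatever share of single replicates reach that level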;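 further: absorbance from insulin aggregation driven by PDI reduction with DTT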
# Target sequence (P07237 whole entry, looked up): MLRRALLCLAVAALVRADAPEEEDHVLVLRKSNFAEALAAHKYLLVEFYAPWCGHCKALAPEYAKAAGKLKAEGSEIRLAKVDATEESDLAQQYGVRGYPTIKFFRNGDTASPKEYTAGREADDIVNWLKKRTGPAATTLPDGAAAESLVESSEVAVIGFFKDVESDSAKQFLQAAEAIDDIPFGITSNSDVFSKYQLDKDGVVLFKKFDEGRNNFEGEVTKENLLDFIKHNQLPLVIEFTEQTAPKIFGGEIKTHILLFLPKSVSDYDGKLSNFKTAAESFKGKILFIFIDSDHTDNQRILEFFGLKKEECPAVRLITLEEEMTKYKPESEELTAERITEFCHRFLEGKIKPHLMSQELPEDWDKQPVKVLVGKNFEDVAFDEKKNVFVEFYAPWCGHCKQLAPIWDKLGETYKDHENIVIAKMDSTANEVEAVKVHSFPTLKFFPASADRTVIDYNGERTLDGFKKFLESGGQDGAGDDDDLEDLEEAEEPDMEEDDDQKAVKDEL
# HIF-2a inh: HIF-2a inhibition | 786-0 RCC cells HIF-2a reporter, luciferase luminescence, overnight | inhibition, % at 18.8 µM | 0.72% of 360,000 active | AID 624352;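 active means inhibition of the luminescence signal of 40% or more relative to plate controls, in a single-dose primary screen at 18.75 µM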
# KKLEB cytotox: counter-screen for CF NF-kB inhibitors: cytotoxicity | KKLEB CF airway cells viability, ATPlite luminescence, overnight; active compounds read low; cells stimulated with P. aeruginosa culture filtrate | activity change (cytotoxicity), % at 5 µM | 0.36% of 360,000 active | AID 602141;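 active means corrected activity change at or below -50% at 5 µM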
# Shn3 3UTR inh: reduces Shn3 3'UTR luciferase signal in osteoblasts; 0.52% of 360,000 active; AID 588674; inhibition, % at 12.5 µM; Clone20 osteoblast Shn3 3'UTR firefly luciferase, 24 h;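 active means mean inhibition of at least 75% with every replicate also reaching 75%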;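 further: 0% = median of neutral control wells and 100% = pilot-screen positive control compound; some compounds past the cut are filed as inactive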
# NR2E3 ag-1: activates human NR2E3 receptor. inhibition of corepressor binding, % at 3.98 µM. Q9Y5X4. 0.35% of 360,000 active. AID 602229. CHO-S Gal4-NCOR/VP16-NR2E3 two-hybrid, luciferase;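 active means inhibition above the mean of all tested compounds plus 3 SD, cut at about 70% in these data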;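 further: 0% = DMSO with NR2E3 transfected cells and 100% = cells lacking NR2E3 construct; higher means lower luciferase signal from less NR2E3 corepressor binding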
# Target sequence (Q9Y5X4 whole entry, looked up, the tested form may be a part): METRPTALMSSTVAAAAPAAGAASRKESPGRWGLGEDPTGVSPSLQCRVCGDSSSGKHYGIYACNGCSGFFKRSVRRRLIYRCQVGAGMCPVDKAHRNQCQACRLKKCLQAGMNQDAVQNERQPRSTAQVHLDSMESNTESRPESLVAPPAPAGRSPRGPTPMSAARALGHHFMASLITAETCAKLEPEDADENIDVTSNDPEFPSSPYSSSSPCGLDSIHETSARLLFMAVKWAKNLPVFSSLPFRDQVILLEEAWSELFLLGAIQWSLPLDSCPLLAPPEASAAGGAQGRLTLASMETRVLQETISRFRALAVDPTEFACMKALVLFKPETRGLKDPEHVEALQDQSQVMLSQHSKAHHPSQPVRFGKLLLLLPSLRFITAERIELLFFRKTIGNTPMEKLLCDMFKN
# TRPM1 prom inh: reduces MITF-dependent TRPM1 promoter luciferase signal | SK-MEL-5 TRPM1 promoter luciferase, 24 h | inhibition, % at 12.5 µM | 0.83% of 330,000 active | AID 488899;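 active means mean inhibition across replicates of 60% or more, whatever share of single replicates reaches that level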; further: values of inactives mirror those of a sister screen read the other way
# Peg3 promoter: inhibitors of Peg3 promoter; inhibition, % at 20 µM; AID 588405; HeLa PEG-Prom luciferase reporter, luminescence, overnight; 1.7% of 360,000 active;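 active means inhibition of at least 50% at 20 µM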
# CF NFkB block: inhibitors of cystic fibrosis induced NF-kB; AID 588850; inhibition, % at 5 µM; 0.86% of 360,000 active; KKLEB NF-kB-GFP reporter, PAF-induced, GFP fluorescence overnight;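 active means at least 50% inhibition at 5 µM, scaled per plate between neutral and stimulator controls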;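 further: PAF is a Pseudomonas aeruginosa culture filtrate used as stimulus; plate controls were PAF-stimulated DMSO wells for no effect and unstimulated DMSO wells for full effect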
# CaV13 ICDI inh: Disruptors of the CACNA1D IQ motif to Ca2+-dependent inactivation inhibitor domain association, primary screening, Förster resonance energy transfer in intact living …. HEK cells, CFP/YFP FRET ICDI-IQ, plate reader, 10 min; percent FRET-ratio fall versus neutral wells. inhibition, % at 12.3 µM. 0.098% of 340,000 active;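 active means mean replicate inhibition of at least 30% and at least 1% of replicates passing that level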;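 further: 0% = median of the neutral control wells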
# NR2E3 ag-2: NR2E3 (human) agonism; Q9Y5X4; GST-NR2E3/biotin-RetCOR TR-FRET, 1536-well; inhibition of corepressor binding, % at 4.78 µM; 0.12% of 320,000 active; AID 2300;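 active means percent inhibition above the cutoff of mean plus 3 SD of all tested compounds, set per screening campaign, cut at about 20% in these data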;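 further: 0% = DMSO wells and 100% = biotin wells as full block of FRET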
#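 Material: NR2E3–RetCOR corepressor complex / Amount: 1.35 nM GST-NR2E3 / Medium: Tris pH 7.5 / Compound: single nominal compound dose of 4.8 µM / Incubation: 5 h at 4 °C / Technique: TR-FRET, Eu(K)-anti-GST donor, streptavidin-D2 acceptor, ex 340, em 617/671 nm / Read-out basis: percent loss of FRET ratio relative to control wells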
# Vif inh: inhibitors of HIV Vif | HEK293T cells, Vif self-association by quenched fluorescence, imaging, 24 h | inhibition, % at 7.49 µM | 0.35% of 340,000 active | AID 602346; in the data active means inhibition above about 50%, passing the limit was not always enough; further: some results filed as inactive read as strong as hits
# Active calls of the source: *; / = not tested or not shown; & = joins results of further samples.
SMILES,PDI turbidity,HIF-2a inh,KKLEB cytotox,Shn3 3UTR inh,NR2E3 ag-1,TRPM1 prom inh,Peg3 promoter,CF NFkB block,CaV13 ICDI inh,NR2E3 ag-2,Vif inh
CN(C)CCN1C(=O)c2oc3ccc(Cl)cc3c(=O)c2C1c1cccc(Br)c1 (configuration not stated),-4,9,-6,-28,1,-5,-9,-1,-5,0,0
COc1cc(C)ccc1OCCOc1c(C)cccc1Cl,-1,-198,-4,-23,-44,-57,-176,-11,-6,2,/
COc1ccc(S(=O)(=O)N2CCCCC2)cc1NC(=O)C1COc2ccccc2O1 (configuration not stated),-10,11,7,-18,5,2,20,-8,-6,-1,-8
COc1ccccc1CNC(=O)C(=O)NCC1OCCN1C(=O)c1cccs1 (configuration not stated),-6,0,-13,1,-1,7,0,8,-3,-2,-9
COc1ccc(Cl)cc1NC(=O)CN(C)C(C)C(=O)NCC1CCCCC1 (configuration not stated),3,26,-20,3,1,3,8,-7,-4,1,-4
Cc1ccc(-n2c(SCC(=O)NNC(=S)Nc3ccccc3)nc3ccccc3c2=O)cc1,0,7,-3,0,-19,-5,19,1,-5,3,-6
CCOc1ccccc1NC(=O)CN1CCN(C(=O)C2CCCO2)CC1 (configuration not stated),13,12,7,-7,-24,12,6,-6,-7,1,-4
NC(=O)c1cc([N+](=O)[O-])ccc1NCc1cccc([N+](=O)[O-])c1,2,-79,6,9,10,-17,-4,9,-5,1,-2
C/C(=N\NC(=O)C(N)=O)c1ccc(O)cc1O,-3,19,-6,-23,-35,9,-1,4,2,1,-2
Cc1ccc(Cl)cc1N1CCN(C(=O)CSc2ccsc2[N+](=O)[O-])CC1,-1,13,-1,33,-24,9,11,-12,-5,-2,-3
COc1ccc(CC(=O)NC(C)C2COc3ccccc3O2)cc1OC (configuration not stated),0,25,8,9,5,10,1,-16,-1,0,2
Cc1cc(OCc2nc3ccccc3s2)ccc1N,19,-210,-4,-71,-163,-32,-230,-3,-21,-2,2
CN(C)C(=O)c1cn(CCC#N)nc1-c1ccc2ccccc2c1,4,18,1,7,-5,-12,17,2,0,0,10
CN(C)c1cccc(Oc2nc3c(c(=O)n(C)c(=O)n3C)n2C)c1,1,-4,2,-5,-11,-8,2,0,-7,-1,-3
COC(=O)c1[nH]c2ccc(C)cc2c1NC(=O)CCN1CCN(Cc2ccc3c(c2)OCO3)CC1,-3,7,-15,40,-6,16,19,-4,-5,-1,-7
O=S(=O)(Nc1ncccn1)c1ccc(NC(=S)NCc2ccco2)cc1,2,15,7,-20,-2,6,-5,-1,-4,1,1
CCN(CC)C(=O)CSc1nc(N)c(-c2ccccc2)c(=O)[nH]1,-2,14,3,6,-12,-9,4,-3,-7,0,-1
CCCCCCSc1cc(-c2nc3cc(C)ccn3c2NC2CCCCC2)ccc1OC,1,1,-7,9,-12,0,27,24,16,0,-1
O=[N+]([O-])c1ccccc1Oc1ccc(Cl)c2cccnc12,4,-5,10,9,-22,9,10,7,/,0,8
COc1cccc(OCC(O)CN2CCC(C)CC2)c1 (configuration not stated),0,3,-14,1,10,-7,3,-11,/,1,46
COc1ccc(N2CCN(C(CNC(=O)C(=O)NCCC3=CCCCC3)c3ccco3)CC2)cc1 (configuration not stated),-16,15,-34,71,-32,20,39,24,-8,-2,-11
C=CCn1c(SCC(=O)N(CCC)C2CCS(=O)(=O)C2)nnc1-c1ccccc1OC (configuration not stated),-5,14,7,4,-18,1,1,6,-4,-5,5
Cn1c(SCC(=O)NC2CCCC2)nnc1-c1ccco1,2,-3,3,-10,-12,-12,0,10,-5,0,-8
CCN1CCN(c2cc(C)c3cc(NC(=O)c4cccc(OC)c4)ccc3n2)CC1,0,-140,-16,/,-15,-59,-75,5,-5,0,17
CC1=C(C(=O)Nc2ccccc2C(=O)NC2CCC(C)CC2)SCCO1 (configuration not stated),4,-39,2,-8,-36,4,-34,4,-7,2,6

# Sorted by the number under NR2E3 ag-2 (rising): 3 of the compounds above
compound | PDI turbidity | HIF-2a inh | Shn3 3UTR inh | NR2E3 ag-1 | TRPM1 prom inh | Peg3 promoter | CF NFkB block | CaV13 ICDI inh | NR2E3 ag-2 | Vif inh
Cc1cc(OCc2nc3ccccc3s2)ccc1N | 19 | -210 | -71 | -163 | -32 | -230 | -3 | -21 | -2 | 2
COC(=O)c1[nH]c2ccc(C)cc2c1NC(=O)CCN1CCN(Cc2ccc3c(c2)OCO3)CC1 | -3 | 7 | 40 | -6 | 16 | 19 | -4 | -5 | -1 | -7
CCN(CC)C(=O)CSc1nc(N)c(-c2ccccc2)c(=O)[nH]1 | -2 | 14 | 6 | -12 | -9 | 4 | -3 | -7 | 0 | -1

# Continued:
SMILES,PDI turbidity,HIF-2a inh,KKLEB cytotox,Shn3 3UTR inh,NR2E3 ag-1,TRPM1 prom inh,Peg3 promoter,CF NFkB block,CaV13 ICDI inh,NR2E3 ag-2,Vif inh
O=[N+]([O-])c1ccc(OCCCCN2CCCCC2)cc1,2,39,0,7,-11,-12,7,-12,-17,0,-2
COc1ccc(S(=O)(=O)N2CCN(CC(=O)Nc3cc(OC)cc(OC)c3)CC2)cc1,3,14,-6,-5,-1,7,4,3,/,-1,-14
COc1ccc(C(=O)C2CCCN(C(=O)C3=CCCC3)C2)cc1OC (configuration not stated),-2,13,-2,-3,-46,-6,4,12,2,7,0
CCc1oc2ccccc2c1C(=O)c1cc(Br)c(O)c(Br)c1,-11,5,-30,9&-3,92*,2,30,44,-5,38*,-1&-5
O=c1cc(C2CCCCC2)[nH]c(=O)[nH]1,11,-4,-2,1,-22,-8,-7,-4,-5,/,-14
Cc1ccc(CNC(=O)CCc2cn(C)c3ccccc23)cc1,3,-3,-8,-16,7,-3,4,9,-5,0,/
COc1cccc(N2CC(C(=O)Nc3ccc(F)cc3)CC2=O)c1 (configuration not stated),-3,6,4,13,-1,-2,6,-5,-6,-1,-8
Cc1ccc2nc(SCC(=O)Nc3cccc(S(=O)(=O)NC4=NCCCCC4)c3)[nH]c2c1,5,7,-8,14,-27,0,-2,-9,-5,-3,-4
O=C(CC1C[C@H](C(=O)N2CCCCC2)[C@@]2(CCc3ccccc3)c3[nH]c4ccccc4c3CCN2C1=O)NCCC1=CCCCC1 (some centres not stated),-9,-4,-16,24,-2,12,40,37,-3,/,/
COc1ccc(-c2cc(C(=O)O)[nH]n2)cc1OC,4,8,-15,-7,-5,-9,5,16,-4,5,21
COc1ccc(S(=O)(=O)N2CCCCCC2)cc1NC(=O)Cc1n[nH]c(=O)c2ccccc12,11,26,-7,15,10,3,14,6,-5,/,-9
Cn1nc(-c2ccccc2F)c2cc(C(=O)Nc3ccc4c(c3)OCCO4)sc21,12,-82,14,-21,-68,-12,-11,-18,-3,1,-18
CCCC1=C/C(=C/c2ccc(-c3ccccc3OC)o2)C(=O)O1,11,-14,6,-28,-17,5,14,7,-5,2,0
C=CCNC(=O)c1c(N)n(-c2cccc(S(N)(=O)=O)c2)c2nc3ccccc3nc12,-6,17,-1,-5,2,-6,16,-30,5,-3,9
O=C(CSCc1ccccc1)NCc1ccc2c(c1)OCO2,5,-63,2,10,-17,-9,-31,-4,-4,-1,0
COC(=O)c1c(-c2ccccc2)c[nH]c1C,-2,-111,4,-18,-9,-55,-92,11,6,-4,-13
CCOc1cc(C2NC(=O)N(C)C(C)=C2[N+](=O)[O-])ccc1OC(C)=O (configuration not stated),-2,15,10,8,-13,7,2,-2,-6,-2,8
Cc1cc(C)n2nc(C(=O)OCCOc3cccc(Br)c3)nc2n1,13,-48,-3,-25,-38,3,-11,1,-4,4,11
O=C(NCc1cccs1)c1ccc(CS(=O)Cc2ccccc2Cl)o1 (configuration not stated),-1,0,10,-1,-2,0,10,4,-3,-1,-5
COc1ccc(OC)c(NC(=O)CSc2nnc(Cc3cccn3C)n2-c2ccc(F)cc2)c1,/,-3,0,-24,-32,4,-6,1,-3,2,-1
COc1ccc(OCC(=O)Nc2cc(S(=O)(=O)N3CCCC3)ccc2OCC(F)(F)F)cc1,-6,4,-15,1,-7,-1,4,22,-6,/,0
Cc1cccc(Nc2nnc(SCC(=O)Nc3cccc(S(=O)(=O)N4CCCCC4)c3)s2)c1,-13,-200,-16,-2,-45,-4,-202,10,-19,0,-16
OC1=C(O)c2nc3cc(C(F)(F)F)ccc3nc21,9,6,-9,17,-17,2,5,8,-30,-6,2
O=C(c1cccc(C(F)(F)F)c1)C1CCCN(Cc2cccn2-c2ccccn2)C1 (configuration not stated),5,-1,-10,-2,-14,2,7,-5,-4,-1,-5
COc1cc(NC(=O)COc2ccc([N+](=O)[O-])cc2)ccc1NC(=O)c1ccco1,-6,4,2,-13,-9,/,-18,-10,-5,/,/

# Among those listed so far, 6 contain fluorine:
SMILES,PDI turbidity,HIF-2a inh,KKLEB cytotox,Shn3 3UTR inh,NR2E3 ag-1,TRPM1 prom inh,Peg3 promoter,CF NFkB block,CaV13 ICDI inh,NR2E3 ag-2,Vif inh
COc1cccc(N2CC(C(=O)Nc3ccc(F)cc3)CC2=O)c1 (configuration not stated),-3,6,4,13,-1,-2,6,-5,-6,-1,-8
Cn1nc(-c2ccccc2F)c2cc(C(=O)Nc3ccc4c(c3)OCCO4)sc21,12,-82,14,-21,-68,-12,-11,-18,-3,1,-18
COc1ccc(OC)c(NC(=O)CSc2nnc(Cc3cccn3C)n2-c2ccc(F)cc2)c1,/,-3,0,-24,-32,4,-6,1,-3,2,-1
COc1ccc(OCC(=O)Nc2cc(S(=O)(=O)N3CCCC3)ccc2OCC(F)(F)F)cc1,-6,4,-15,1,-7,-1,4,22,-6,/,0
OC1=C(O)c2nc3cc(C(F)(F)F)ccc3nc21,9,6,-9,17,-17,2,5,8,-30,-6,2
O=C(c1cccc(C(F)(F)F)c1)C1CCCN(Cc2cccn2-c2ccccn2)C1 (configuration not stated),5,-1,-10,-2,-14,2,7,-5,-4,-1,-5
